CIT2 TOR yeast: yeast TOR pathway CIT2-GFP modulation. S. cerevisiae CIT2-GFP strain, flow cytometry, 3 h; 100 means same as DMSO wells. GFP response vs DMSO, % at 10 µM. 320,000 tested, 0.065% active. AID 2029;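 active = GFP response relative to DMSO above a set limit, near the screen mean plus 3 SD, cut at about 150% in these data; inconclusive = Fewer than 70 cells measured for a yeast strain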;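 note: ratio of well median GFP fluorescence to mean of DMSO wells on the plate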
BCLXL inh: Bcl-xL (human) inhibition; Q07817; GST-Bcl-xL / FITC-Bim BH3 peptide fluorescence polarization; inhibition, % at 10.9 µM; 320,000 tested, 0.7% active; AID 2129;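 active = inhibition above the mean of all tested compounds plus 3 SD, cutoff set per campaign, cut at about 30% in these data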;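 note: 0% = DMSO wells and 100% = unlabeled Bim-BH3 peptide competitor; inhibitors lower millipolarization by displacing the labeled peptide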
MEX-5 binding: C. elegans MEX-5 TCR-2 RNA binding activity | Q9XUB2 | MEX-5/FITC-TCR2 RNA binding, fluorescence polarization; active compounds read low | activity score (negative = inhibition of binding), % at 10 µM | 300,000 tested, 0.38% active;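 active = inhibition past about -25% in most replicates, and total fluorescence under double the plate's negative control median, limit read from the data; inconclusive = replicates evenly split on the limit, or fluorescence at least double controls; inactive = too little inhibition in most replicates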;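 note: 0% = DMSO and -100% = 5 µM competing unlabeled TCR2 RNA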
Target sequence (Q9XUB2 whole entry, looked up): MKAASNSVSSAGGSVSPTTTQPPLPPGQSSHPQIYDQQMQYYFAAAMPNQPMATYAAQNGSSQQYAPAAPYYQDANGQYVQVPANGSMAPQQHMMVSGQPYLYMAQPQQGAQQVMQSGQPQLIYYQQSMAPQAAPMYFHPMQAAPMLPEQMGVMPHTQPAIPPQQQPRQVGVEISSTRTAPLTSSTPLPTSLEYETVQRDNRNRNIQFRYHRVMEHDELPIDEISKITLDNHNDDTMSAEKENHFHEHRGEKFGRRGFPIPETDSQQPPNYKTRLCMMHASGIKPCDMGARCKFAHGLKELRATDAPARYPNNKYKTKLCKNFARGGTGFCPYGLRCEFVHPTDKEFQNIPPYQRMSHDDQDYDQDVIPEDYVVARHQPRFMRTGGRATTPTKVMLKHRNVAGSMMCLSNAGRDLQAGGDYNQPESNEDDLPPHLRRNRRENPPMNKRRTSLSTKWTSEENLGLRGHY
VLA-4 inh: inhibition in a human VLA-4 binding assay; VLA-4 expressing cells, ligand binding flow cytometry; 330,000 tested, 0.2% active; inhibition, % (about 7 µM as worked out from the volumes in the protocol); P13612; AID 2557; in the data active = inhibition above about 50%
GRK2 inh: blocks RNA aptamer binding to human GRK2; 330,000 tested, 0.59% active; AID 488847; inhibition of aptamer binding, % at 10 µM; bead flow cytometry, FAM-aptamer displacement from GRK2;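 active = inhibition of aptamer binding above 40%, roughly 3 SD of noise, on plates passing a quality check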;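 note: median bead fluorescence of bound FAM aptamer so fluorescent compounds give negative values; no value below 0 was filed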
GLD-1 RNA inh: GLD-1-TGE RNA interaction inhibition (C. elegans). inhibition, % at 5.96 µM. 320,000 tested, 0.44% active. purified GLD-1 + fluorescein TGE RNA, fluorescence polarization. AID 2280;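 active = percent inhibition above a per-plate cutoff, the plate mean of test compounds plus 3 SD, cut at about 30% in these data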;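 note: 0% = DMSO wells with GLD-1 and probe and 100% = wells lacking GLD-1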
Target sequence (Q17339 whole entry, looked up): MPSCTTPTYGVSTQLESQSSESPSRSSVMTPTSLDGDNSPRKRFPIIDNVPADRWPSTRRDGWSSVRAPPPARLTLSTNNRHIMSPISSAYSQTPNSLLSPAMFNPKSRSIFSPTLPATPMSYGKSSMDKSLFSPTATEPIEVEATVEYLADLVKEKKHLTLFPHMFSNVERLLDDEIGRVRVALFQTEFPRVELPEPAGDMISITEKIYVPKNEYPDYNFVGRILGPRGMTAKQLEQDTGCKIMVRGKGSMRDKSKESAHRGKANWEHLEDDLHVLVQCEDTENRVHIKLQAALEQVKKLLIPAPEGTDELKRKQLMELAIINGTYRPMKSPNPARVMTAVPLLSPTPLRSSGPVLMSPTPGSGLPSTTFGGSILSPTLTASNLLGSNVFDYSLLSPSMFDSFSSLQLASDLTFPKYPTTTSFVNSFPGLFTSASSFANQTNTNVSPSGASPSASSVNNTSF
AGP1-GFP MLPCN: alters AGP1-GFP fluorescence in TOR pathway yeast screen. AID 2066. 320,000 tested, 0.02% active. GFP response vs DMSO, % at 10 µM. S. cerevisiae AGP1-GFP multiplex flow cytometry, 3 h; GFP as percent of DMSO wells;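 active = GFP response relative to DMSO above a set limit, near screen average plus 3 SD, cut at about 150% in these data; inconclusive = fewer than 70 cells counted for the yeast strain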;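 note: median GFP channel fluorescence of the gated AGP1 strain per well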
MCL1 BIM primary: MCL1-BIM-BH3 interaction inhibition (human); Q07820; GST-MCL1 / FITC-Bim-BH3 fluorescence polarization; inhibition, % at 10.9 µM; 320,000 tested, 0.68% active; AID 2057;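 active = inhibition above the mean inhibition of all tested compounds plus 3 SD, set per campaign, cut at about 40% in these data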;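 note: 0% = DMSO wells and 100% = unlabeled Bim-BH3 peptide control; higher means more loss of mP so more displacement of Bim peptide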
Fam108B counter: blocks mouse Fam108B hydrolase in RBBP9 counter-screen. recombinant Fam108B, FP-Rh probe fluorescence polarization. inhibition, % at 9.51 µM. 300,000 tested, 0.33% active. AID 1947;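 active = inhibition above the screen mean inhibition plus 3 SD, computed separately per campaign, cut at about 18% in these data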;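 note: inhibitors lower polarization as less probe binds the enzyme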
* marks the source's active call; other numbers are inactive results; u = inconclusive; x = not tested or not shown; [ ] = remark or other dose.

SMILES	CIT2 TOR yeast	BCLXL inh	MEX-5 binding	VLA-4 inh	GRK2 inh	GLD-1 RNA inh	AGP1-GFP MLPCN	MCL1 BIM primary	Fam108B counter
O=C(C[n+]1cc(-c2ccc(F)cc2)n2c1CCC2)Nc1nc(-c2ccc(F)cc2)cs1	97	2	1.3	14	0	3	96	-5	1
COc1cccc(Cn2cnc3c(NS(=O)(=O)c4ccc(Cl)cc4)c(C)c(C)cc32)c1	88	1	0.8	-4	0	5	92	-7	-1
O=C(Nc1ccc(F)cc1)c1cccc(C(=O)Nc2ccc(F)cc2)c1	98	7	1.7	30	14	0	101	5	-4
COc1ccc(C2=CSC3=NCCN23)cc1	99	2	-1.9	3	1	-6	94	4	-1
CCC(C(=O)N1CCN(c2cccc(Cl)c2)CC1)c1ccccc1 (centres undefined)	100	3	1.3	3	0	-5	102	-1	6
Cc1nn(-c2ccccc2)c(Cl)c1/C=N/Nc1nncc(=O)[nH]1	97	-9	3.7	-4	2	1	100	2	1
COc1ccc(CNC(=O)c2c(O)c3ccccc3n(C)c2=O)cc1	91	7	-0.5	11	0	1	90	6	1
CCCCCCN(C(=O)CCCCCN1C(=O)NC(c2ccc(-c3ccccc3)cc2)C(C(=O)OCc2ccccc2)=C1C)C(C(=O)NCCCC)c1ccc(OCC(=O)OC)cc1 (centres undefined)	84	0	-0.5	17	3	-4	82	-7	-6
COc1ccccc1C(=O)N/C(=C/c1ccccc1)C(=O)NC(CCSC)C(=O)O (centres undefined)	100	-2	0.8	2	1	0	107	-8	4
CCOC(=O)C1C(c2ccc(OC)cc2)N(C)OC1(O)C(F)(F)F (centres undefined)	99	1	-5.7	16	2	-1	103	-4	-3
O=C(Nc1cccc(O)c1)c1ccccc1[N+](=O)[O-]	115	2	0.5	1	1	3	107	1	-2
CC12CCC(C(=O)Nc3cccc(NC(=O)C45CCC(C)(C(=O)O4)C5(C)C)n3)(OC1=O)C2(C)C	92	4	1.8	-7	1	8	96	7	-1
O=C(Nc1ccccc1)O[C@@H]1C[C@H]2CCC(=O)N3CC[C@@H](C1)[C@@H]23	96	4	3.5	17	4	3	101	6	-5
CS(=O)(=O)c1cnc(-c2cccnc2)nc1N	92	1	-0.7	21	0	-10	98	-4	3
CN1CCN(C(=O)c2ccc(N(Cc3ccccc3Cl)S(C)(=O)=O)cc2)CC1	105	7	0.7	1	0	1	104	5	6
CCc1ccccc1OCC(=O)N(CC)CC(=O)NCc1ccc(F)cc1	101	4	1.1	6	1	4	100	2	4
COCC(C)NCc1ccccc1C (centres undefined)	107	2	-0.4	7	1	1	104	11	0
O=C1C=C(c2cccs2)C[C@H](c2ccccc2)[C@H]1n1nnc([N+](=O)[O-])n1	85	5	-1.8	-6	4	3	95	15	4
O=S(=O)(c1ccc2nc(N3CCN(c4ccccc4)CC3)ccc2c1)N1CCCCC1	102	2	-1.3	3	1	1	99	-2	0
Nc1cccc(-c2cn(-c3cc4cc(C#CC5(O)CCCCC5)ccc4oc3=O)nn2)c1	99	-5	x	-3	13	-2	95	-7	x
Cc1ccccc1NC(=O)N1CCCC1C(=O)NCc1cccs1 (centres undefined)	103	0	-2.1	15	0	9	x	1	4
Cc1ccc(NC(=O)C(C)[n+]2ccccc2)cc1[N+](=O)[O-] (centres undefined)	105	9	1.5	6	1	6	98	1	4
COc1ccc(Cn2c(-c3ccco3)nc3c(c(=O)c4ccccc4n3C)c2=O)cc1	105	13	0.8	7	2	-4	110	15	-8
COc1ccc(C2CCCN2C(=O)Nc2ccc(F)cc2)cc1OC (centres undefined)	99	3	-3.2	-11	7	-3	100	2	0
CN(C)c1ccc(CNC2CC(C)(C)NC(C)(C)C2)cc1	108	3	-2.7	3	2	-5	100	4	3
(more compounds)
SMILES	CIT2 TOR yeast	BCLXL inh	MEX-5 binding	VLA-4 inh	GRK2 inh	GLD-1 RNA inh	AGP1-GFP MLPCN	MCL1 BIM primary	Fam108B counter
N#Cc1c(-c2ccccc2)ccn(Cc2cccc(Cl)c2)c1=O	95	9	x	12	1	0	100	0	1
O=C1OC(NCc2cccnc2)(c2ccc(Cl)cc2)c2ccccc21 (centres undefined)	102	7	-0.7	3	0	6	106	-2	1
CC12CCC(=O)N1C(C(=O)OCC(=O)Nc1ccc(C(F)(F)F)cc1)CS2 (centres undefined)	106	5	x	17	0	0	104	5	x
O=C(NCc1cccnc1)c1ccc(COc2ccc(Cl)cc2)cc1	96	3	-0.6	-9	0	-5	89	2	-2
O=C(Cn1cc2c(n1)CCCC2)NCCCN1CCN(C2CCCCC2)CC1	101	10	-1.0	15	0	5	106	6	-2
O=S(=O)(c1ccccc1)N1CCN(c2nc(-c3cccs3)nc3ccccc23)CC1	99	2	-0.1	5	0	-4	95	3	-4
CC(=O)Oc1cc2cccc(OC(C)=O)c(=O)c2c(OC(C)=O)c1OC(C)=O	106	81*	-61*	28	6	14	108	105*	5
CCCn1c(C)cc(/C=C(\C#N)C(=O)O)c1C	98	4	-0.5	9	0	-1	98	-6	3
Cc1ccc2cccc(OCc3ccccc3)c2n1	97	1	-0.6	5	1	-3	29	0	-2
COc1cc(S(=O)(=O)Nc2c(C)cc(C)cc2C)ccc1Cl	95	7	3.5	-48	0	10	98	4	-1
O=C(O)CSc1ncnc2scc(-c3ccc(Br)cc3)c12	99	-29	4.7	-19	0	-43	104	-40	2
COc1cccc(-c2ccc(NC(=O)C3CCCN(CCCn4nc(C)cc4C)C3)cc2)c1 (centres undefined)	95	1	0.8	-86	7	-5	94	-1	0
CN1C(=O)c2cccc(N(C)C)c2C1=O	72	8	-0.5	-2	0	9	50	10	0
Cc1ccc(S(=O)(=O)CCNC(=O)Cc2ccc(Cl)cc2)cc1	105	1	0.6	11	0	6	107	-6	2
O=C(Cc1ccccc1Cl)N/N=C/c1cccnc1	102	-2	-1.1	2	0	-2	105	2	0
Cc1ccc(-n2ncc3c(NCc4ccco4)ncnc32)cc1C	u	5	-0.8	12	5	-2	u	9	-2
O=C(NCc1ccco1)/C(=C/c1ccc(Cl)cc1)NC(=O)c1ccco1	103	1	-0.2	23	3	5	99	-6	2
O=C(Cn1nc(C(=O)O)c2ccccc2c1=O)Nc1cc(S(=O)(=O)N2CCOCC2)ccc1Cl	103	x	x	6	2	-7	96	x	x
O=C(O)C1CC=CCC1C(=O)NC12CC3CC(CC(C3)C1)C2 (centres undefined)	97	0	3.7	7	0	-2	99	-2	0
COc1ccc(NC(=O)c2ccccc2NC(=O)c2ccco2)c(OC)c1	98	4	5.2	-11	0	-4	95	6	4
Cc1ccc(C2CC(=O)c3cnn(-c4nc(C)cc(C)n4)c3C2)cc1 (centres undefined)	107	7	-0.4	9	5	-5	104	6	3
O=C1CC(c2ccccc2)Oc2cc(O)cc(O)c21 (centres undefined)	85	4	0.1	5	0	6	84	2	-1
CN(C)CCCNc1oc(-c2ccc(Cl)cc2)nc1C#N	75	6	1.9	11	0	-2	102	4	2
CC1(C)Cc2c(sc(NC(=O)c3ccco3)c2C(=O)O)CO1	99	5	-1.4	4	1	5	96	7	1
CCOC(=O)C1CCCN(C(=O)c2ccc(S(=O)(=O)N3CCCC3)cc2)C1 (centres undefined)	97	4	1.3	3	0	5	107	1	2
(listing goes on)
SMILES	CIT2 TOR yeast	BCLXL inh	MEX-5 binding	VLA-4 inh	GRK2 inh	GLD-1 RNA inh	AGP1-GFP MLPCN	MCL1 BIM primary	Fam108B counter
O=S1(=O)C=CC(Nc2cccc(Cl)c2)C1 (centres undefined)	98	3	0.8	1	1	11	103	-2	-3
CC(c1cccs1)N(C(=O)Nc1ccccc1)C1CCCCC1 (centres undefined)	x	7	1.9	6	3	3	100	2	-2
Cc1ccc(NC(=O)c2cnccn2)cc1C	101	1	2.8	1	2	-5	100	-1	-6
O=C(NCc1ccco1)c1ccccc1O	104	x	1.7	-6	2	x	101	x	x
O=C1Nc2ccccc2C1(O)c1ccccc1 (centres undefined)	94	4	-3.8	5	1	6	93	18	1
O=C(NCc1ccco1)Nc1ccc(Br)cc1Cl	u	2	2.4	17	0	0	24[may fluoresce violet]	0	-2
CCc1ccccc1NC(=O)CSc1nnc(Cn2nnc3ccccc32)n1C	94	5	-1.2	13	0	11	96	7	2
CCCCNC(=S)Nc1ccccc1F	120	11	1.9	0	4	4	113	14	0
Cn1sc(NC(=O)c2ccccc2)nc1=O	104	7	-0.6	-10	0	4	103	-1	0
Nc1ncnc2c1ncn2[C@H]1C[C@H](O)[C@@H](COP(=O)(O)O)O1	82	-3	0.0	48	0	0	89	0	-1
Cc1ccccc1OCc1nc2ccc(S(=O)(=O)N3CCOCC3)cc2[nH]1	101	6	-1.6	-5	4	-4	103	7	-3
Cc1noc(C)c1-c1ccc2ncnc(NC(C)c3ccco3)c2c1 (centres undefined)	95	6	x	0	0	14	104	8	x
Cc1ccccc1C(=O)NN(C)c1nc2ccccc2nc1C(F)(F)F	u	4	0.0	13	1	5	u	0	3
COc1ccc(CNC(=O)c2sccc2C)cc1	87	-2	-0.2	4	0	-3	92	-1	0
COC(=O)c1sccc1NC(=O)Nc1ccc(C(C)=O)cc1	93	x	x	2	2	x	81	x	x
Cc1onc(-c2c(Cl)cccc2Cl)c1C(=O)N1CCN(c2ccccc2)CC1	99	10	-1.9	7	5	3	100	10	3
CCCn1c(=O)c(/C(N)=N/O)nn(-c2cccc(C(F)(F)F)c2)c1=O	111	4	-2.0	2	4	-1	111	2	-1
CCCN(C(=O)COC(=O)CCOc1ccccc1C)c1c(N)n(Cc2ccccc2)c(=O)[nH]c1=O	103	-2	0.3	-3	3	-8	99	-13	1
COc1cccc(/C=C/C(=O)OCC(=O)NC2CC2)c1	100	-5	x	7	0	-2	101	-5	x
CCn1cc(C(C)NC(=O)COc2ccc(Cl)cc2C)c(C)n1 (centres undefined)	93	5	0.3	4	0	16	95	5	5
CCc1ccc(NC(=S)N(Cc2ccccc2)Cc2ccccn2)cc1	84	3	1.9	11	0	-3	92	3	-5
COc1ccc(C2CCCN2C(=S)Nc2ccccc2C)cc1OC (centres undefined)	102	4	2.2	6	1	1	106	8	-6
FC(F)Sc1nc2ccccc2[nH]1	93	-25	-2.5	11	4	6	106	-26	0
CN(CCC#N)C(=O)COC(=O)c1ccc(CNS(=O)(=O)c2ccc(F)c(Cl)c2)cc1	99	-5	x	0	0	-1	98	-4	-1
CSc1cc(C)n(-c2ccccc2)c(=S)c1C(C)=O	98	6	0.9	8	0	-1	107	4	2
COCCCNC(=O)c1ccc(S(=O)(=O)c2ccc(Cl)cc2)c(NC(C)=O)c1	107	5	-3.2	-16	0	4	99	7	-6
CC(=O)N1CCC2(CC1)CC(=O)c1cc(Cl)ccc1O2	98	4	-0.1	-11	1	5	98	-1	1
COc1cccc(CC(NC(C)=O)C(=O)NC2CCN(S(=O)(=O)c3ccc(NC(C)=O)cc3)CC2)c1OC (centres undefined)	99	-5	-1.6	14	0	-5	104	-8	-4
N/C(=N\OC(=O)CCC1CCCC1)c1ccc([N+](=O)[O-])cc1	79	-4	-1.3	12	2	-10	85	-1	3

Compound activity as filed in PubChem BioAssay.
